RPL19A TOR yeast – modulators of TOR pathway RPL19A-GFP in S. cerevisiae | 0.3% of 330,000 active | S. cerevisiae RPL19A-GFP strain, flow cytometry, 3 h; hits give low values | percent response vs DMSO, % at 10 µM;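 active = percent response vs DMSO below 50%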;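 also: median channel GFP fluorescence of the barcoded RPL19A-GFP strain; ratio of sample median GFP to plate DMSO average so 100% = DMSO; lower means less RPL19A-GFP as with rapamycin TOR inhibition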
GASC-1 inh – human JMJD2C demethylase inhibition. Q9H3R0. GST-JMJD2C(1-420) H3K9me3 demethylation, DELFIA europium. inhibition, % at 2.35 µM. 0.069% of 330,000 active. AID 2099;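 active = more than half of a compound's replicate wells show inhibition beyond 50%, single wells judged on their own value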;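 also: signal counts dimethyl H3K9 product captured on neutravidin plate; 0% = median of DMSO wells and 100% = 0.3 times that DMSO median; strong numbers were not always called active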
Target sequence (Q9H3R0 1-420 limits assumed): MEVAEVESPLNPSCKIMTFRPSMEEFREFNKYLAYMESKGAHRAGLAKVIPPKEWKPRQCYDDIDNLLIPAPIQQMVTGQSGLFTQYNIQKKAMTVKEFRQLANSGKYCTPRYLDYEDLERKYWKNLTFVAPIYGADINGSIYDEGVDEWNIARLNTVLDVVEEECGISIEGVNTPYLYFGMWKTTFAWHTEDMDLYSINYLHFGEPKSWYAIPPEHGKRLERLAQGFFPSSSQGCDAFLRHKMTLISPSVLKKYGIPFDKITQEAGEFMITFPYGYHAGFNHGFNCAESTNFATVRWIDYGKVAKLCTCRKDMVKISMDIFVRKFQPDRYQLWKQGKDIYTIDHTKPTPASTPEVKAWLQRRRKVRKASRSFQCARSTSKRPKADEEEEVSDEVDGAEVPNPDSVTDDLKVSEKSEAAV
Yeast superoxide – caloric restriction mimetics inhibiting age-related superoxide in yeast; S. cerevisiae aged cells, superoxide DHE fluorescence; hits give low values; superoxide response (% of plate mean), % at 10 µM; 0.18% of 330,000 active; AID 2690;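 active = superoxide response under a set limit, about three screen SD below normal, cut at about 65% in these data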;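 also: yeast aged for seven days with compound at 30 °C before DHE staining; 100% = average MFI of all compound-treated wells on the plate with controls excluded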
LAP4 TOR yeast – modulators of TOR pathway LAP4-GFP in S. cerevisiae; S. cerevisiae LAP4-GFP multiplex, flow cytometry GFP, 3 h; median GFP as percent of DMSO wells; GFP response vs DMSO, % at 10 µM; 0.34% of 320,000 active; AID 2023;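 active = GFP response vs DMSO above a set limit, about the screen mean plus 3 SD, cut at about 150% in these data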
AHR act – human AHR activation. AID 2796. P35869. 2.5% of 320,000 active. activation, % at 5 µM. AHR-responsive luciferase reporter cells, luminescence; in the data active = activation above about 47%;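 also: 0% = vehicle wells and 100% = reference agonist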
MEP2 TOR yeast – yeast TOR pathway MEP2-GFP modulation. S. cerevisiae MEP2-GFP strain, flow cytometry GFP, 3 h; 100% = DMSO control level. AID 2016. GFP response vs DMSO, % at 10 µM. 0.51% of 330,000 active;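 active = GFP response versus DMSO above a set limit, roughly screen mean plus 3 SD, cut at about 180% in these data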;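 also: median GFP fluorescence of the barcode-gated MEP2-GFP cells per well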
proCasp3 act – activators of human procaspase-3. P42574. recombinant procaspase-3 D3A, Ac-DEVD-pNA absorbance 405 nm. activation, % at 8.5 µM. 0.11% of 330,000 active;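 active = activation above the mean of all tested compounds plus 3 SD, cut at about 21% in these data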;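 also: 0% = DMSO alone and 100% = DMSO wells spiked with extra 5 µM PC-3 D3A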
Target sequence (P42574 whole entry D9A/D28A/D175A): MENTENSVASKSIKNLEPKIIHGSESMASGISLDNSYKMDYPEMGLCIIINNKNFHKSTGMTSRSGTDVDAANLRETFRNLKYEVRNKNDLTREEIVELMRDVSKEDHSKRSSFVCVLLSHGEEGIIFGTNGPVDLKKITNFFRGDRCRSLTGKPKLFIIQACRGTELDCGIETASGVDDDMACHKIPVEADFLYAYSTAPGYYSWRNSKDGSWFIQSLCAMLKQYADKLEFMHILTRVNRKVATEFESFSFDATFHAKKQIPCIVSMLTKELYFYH
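material = Procaspase-3 D3A mutant | probe or stimulus = Ac-DEVD-pNA | compound = single dose, 8.5 µM nominal compound, 0.8% DMSO | timing = 1 h preincubation, 2 h reaction | measured by = 405 nm absorbance of p-nitroaniline, reads at 0 and 120 min | benchmarks = DMSO-only low control, 5 µM PC-3 D3A high control | repeats = singlicate, each compound tested once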
proCasp7 act – activates human procaspase-7, counter-screen for procaspase-3 activators. recombinant procaspase-7, Ac-DEVD-pNA absorbance 405 nm; D23A/D198A/D206A triple mutant, cannot self-cleave; scale: DMSO 0, 5 µM enzyme 100. 0.093% of 330,000 active. P55210. AID 463210. activation, % at 8.5 µM;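 active = percent activation above the screen-wide mean plus 3 SD, cut at about 25% in these data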
Target sequence (P55210 whole entry D23A/D198A/D206A): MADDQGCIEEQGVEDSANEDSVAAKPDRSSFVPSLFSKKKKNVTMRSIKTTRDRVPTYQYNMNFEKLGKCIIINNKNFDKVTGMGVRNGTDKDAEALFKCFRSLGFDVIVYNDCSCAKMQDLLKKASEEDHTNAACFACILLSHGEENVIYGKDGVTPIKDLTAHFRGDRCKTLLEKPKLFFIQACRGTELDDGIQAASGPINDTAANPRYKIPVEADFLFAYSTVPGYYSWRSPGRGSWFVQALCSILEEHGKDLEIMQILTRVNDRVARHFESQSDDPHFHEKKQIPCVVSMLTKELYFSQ
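Assay system – Uncleavable procaspase-7 mutant enzyme · Quantity – 2 µM procaspase-7 mutant as dispensed · Times – 1 h preincubation, 2 h reaction · Dosing – single nominal 8.5 µM compound dose, 0.8% DMSO final · Buffer or medium – Zinc-free 50 mM HEPES buffer, pH 7.4, with NaCl and Triton X-100 · Detection – Epi-absorbance of released pNA at 405 nm, two timepoints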
* = called active by the depositor; nt = not tested or not shown; [ ] = dose if it differs, or a comment. No enrichment for hits. About 3.8% of those tested had a hit in this group.

canonical_smiles	RPL19A TOR yeast	GASC-1 inh	Yeast superoxide	LAP4 TOR yeast	AHR act	MEP2 TOR yeast	proCasp3 act	proCasp7 act
COc1cc(OC)cc(C(C(=O)NC2CCCCC2)N(C(=O)c2ccno2)c2ccccc2)c1 (centres undefined)	102	7	117	101	16	100	-7	4
Cc1nc2ccccc2nc1N1CCC(C)CC1	98	2	85	92	-2	103	0	5
Cn1ncc(Br)c1C(=O)NC(=S)N1CCN(c2ccccn2)CC1	106	-22	87	101	8	105	-1	5
CCOc1cc(C2C(C(=O)O)c3cc(OCC)c(OCC)cc3C(=O)N2C)ccc1O (centres undefined)	97	0	114	91	0	101	1	-7
CN(C)c1nc(NCc2ccccc2)nc(N/N=C/c2ccc(Cl)cc2Cl)n1	108	-4	91	107	8	104	-9	4
Cc1cccc(NC(=O)c2nc[nH]c2C(=O)N[C@@H](Cc2ccccc2)C(=O)OCc2ccccc2)c1	97	-14	113	123	2	94	0	7
CCS(=O)(=O)NC(C)C(c1cccs1)N1CCN(c2ccc(F)cc2)CC1 (centres undefined)	98	2	115	103	3	96	7	6
CCSc1ccc([C@@H]2[C@@H]3C(=O)N(C)C(=O)[C@@H]3[C@]3(C(=O)OC)CCCCN23)cc1	nt	-4	nt	nt	-7	nt	-7	-8
CC1(C)CC(=O)C(C2C3=C(CC(C)(C)CC3=O)OC3=C2C(=O)CC(C)(C)C3)=C(O)C1	103	-4	98	109	2	103	0	-5
COc1ccccc1CNC(=O)c1ccc(NS(=O)(=O)c2c(C)noc2C)cc1	100	-10	95	88	2	96	-12	0
COCCCNC(=S)N1CCC(NC(=O)Nc2ccc(C)cc2)CC1	99	0	114	103	1	98	4	2
CCOc1ccc(/C=N/NC(=O)c2cccc3ccccc23)c(OCC)c1	115	2	104	77	nt	106	nt	nt
O=C(NCc1cccnc1)c1c(O)c2cccc3c2n(c1=O)CCC3	92	2	92	125	77*	80	-4	13
CC(C)c1ccc(NC(=O)CSc2nc(-c3ccccc3F)nc3nc[nH]c23)cc1	102	1	103	93	2	100	0	-3
CCCn1c(NCc2ccccc2NS(=O)(=O)c2ccc(C)cc2)nc2ccccc21	107	-4	103	95	11	99	-1	-2
CC(=O)Nc1ccc(N2CCN(C(C)=O)CC2)cc1	114	-2	104	83	0	95	2	2
COC(=O)c1sccc1NC(=O)c1ccoc1C	103	-6	104	106	1	106	-2	-2
O=C(CSc1nnc(C2CC2)n1-c1ccccc1)N1CCNC1=O	103	nt	105	105	-1	102	6	4
CCOC(=O)C(CC)n1nc(C)n2c(cc3sccc32)c1=O (centres undefined)	103	4	99	123	0	98	11	1
COc1ccc(OC)c(NC(=O)CSc2nnnn2-c2ccc3c(c2)OCO3)c1	97	-6	104	99	7	104	-10	2
COC(=O)c1sccc1NC(=O)Nc1ccc(C)c(C)c1	112	0	130	89	nt	110	nt	nt
CC(=O)Nc1cccc(NC(=S)Nc2ccc(F)cc2F)c1	92	-17	93	100	6	98	-8	-20
CC(Cn1cncn1)NC(=O)c1cc(COc2cccc(C(F)(F)F)c2)on1 (centres undefined)	98	6	117	97	5	100	-1	4
O=C(COC(=O)c1cccs1)NCc1ccccc1	100	1	104	103	-1	106	-3	11
Cc1ccc(N(C(=O)CC2NC(=O)NC2=O)C2(C(=O)NC3CCCC3)CCCCC2)cc1 (centres undefined)	91	7	89	99	7	96	5	7
CC(C)(C)OC(=O)NC(Cc1ccccc1)C(=O)N1CCC(C(=O)NCC(=O)Nc2ccc(F)cc2)CC1 (centres undefined)	95	-12	124	99	3	102	9	0
COc1ccc(N2CCN(CC(=O)N3CCC(C)CC3)CC2)cc1	96	-3	99	98	0	98	-3	3
CC1CN(C(=O)CSc2nnc(-c3ccc(Cl)cc3)n2C)CC(C)O1 (centres undefined)	94	51	71	107	0	91	4	1
COc1ccccc1C1Nc2cccc3cccc(c23)N1	98	9	72	101	60*	103	4	-20
Cc1cccnc1NC(=O)C1CCN(S(=O)(=O)c2ccc3c(c2)CCC(=O)N3)CC1	100	-6	115	99	2	100	11	0
COc1ccc(NC(=S)N2CCC(C(=O)N3CCCCCC3)CC2)cc1	98	35	90	91	-1	95	-2	-1
CCc1noc(C)c1C(=O)Nc1cc(Cl)ccc1N1CCOCC1	99	8	106	105	0	100	5	7
CC(=O)Nc1ccccc1NC(=O)CC(C)(C)C	96	-4	100	100	0	102	1	2
CC(C)(C)c1ccc(C(=O)Nc2sc3c(c2C(=O)O)CCC3)cc1	87	-8	113	89	5	92	-9	-5
Cc1ccc(NC(=O)Cc2nc(COC(=O)c3c(F)cccc3Cl)cs2)cc1	99	5	86	108	1	96	-1	-2
C/C(=N/NC(=O)c1ccn(C)n1)c1ccncc1	105	0	115	104	13	107	6	0
Cc1c(NC2=CC(=O)CC(C)(C)C2)ccc([N+](=O)[O-])c1C	103	2	113	96	23	108	-5	-2
C[C@@H](O)[C@H]1O[C@]2(C)CCC[C@H]1O2	98	5	111	94	0	99	-1	8
Cc1ccnc2nc(C(=O)NCc3ccccc3)nn12	110	-5	100	105	0	105	6	7
COc1ccc(C(=O)NC2CC2)cc1OC1CCN(Cc2ccccc2)CC1	118	4	111	71	nt	100	nt	nt
CN(C)CCOC(=O)c1ccc2c(c1)S(=O)(=O)c1ccccc1C2=O	99	-5	108	103	0	96	1	-1
CC(Sc1nc(C(C)(C)C)cc(-c2ccccc2)c1C#N)C(=O)Nc1ccccc1 (centres undefined)	109	1	85	102	0	124	-4	-4
Cn1c(CC(=O)Nc2ccccc2)nnc1SCC(=O)NC1=NCCS1	100	10	90	96	-1	106	-7	-1
COc1ccc(CCNC(=O)C2CCCN2C(=O)Nc2ccc(F)cc2)cc1OC (centres undefined)	105	6	95	95	1	115	-11	8
Cc1ccc(CCNS(=O)(=O)c2cnc[nH]2)cc1	98	10	117	99	4	100	3	5
Cc1cccnc1NC(=O)CSc1nnc(Cc2ccccc2)o1	103	-3	86	104	9	104	5	-3
COc1ccccc1OCCN1C(=O)S/C(=C\c2ccco2)C1=O	94	-4	86	101	-5	97	-7	5
O=C(CCC(=O)OCC(=O)c1cccc([N+](=O)[O-])c1)Nc1ccccc1Cl	100	-15	100	98	3	102	-7	1
CSc1ccc(S(=O)(=O)N2CCC(C(=O)Nc3ccccc3C(F)(F)F)CC2)cc1	110	-1	95	107	0	109	8	-2
COc1cc(-c2noc(C)c2/C=C/c2ccc(OC(C)=O)cc2)cc(OC)c1OC	96	25	112	128	9	90	-1	-2
CC(=O)Nc1cc(C(=O)N2CCN(C)CC2)ccc1S(=O)(=O)c1ccc(C)cc1	100	-8	130	94	-3	97	-4	2
O=C1Nc2ccccc2C12OC1CCCCC1O2 (centres undefined)	98	-4	109	99	4	103	-1	6
CCc1nnc(NC(=O)c2ccc3c(c2)C(=O)N(C(C)(C)C)C3=O)s1	99	14	97	89	1	96	0	4
C/C(O)=C\c1nc(=O)c2c(C)cc(C)nc2n1-c1ccccc1	106	-1	89	109	6	103	5	6
CCOC(=O)c1c(C)sc2c1N(C(=O)CN(CC)CC)c1ccccc1S2	99	-4	108	103	2	101	3	-3
CC(C)(C)NC(=O)NC(=O)COC(=O)CCC1CCCCC1	101	1	96	90	6	98	-8	-10
O=C(CSc1nc2c(cnn2-c2ccc(F)cc2)c(=O)[nH]1)N1CCCCCC1	101	3	104	102	8	104	-7	2
CCOC(=O)NC(=O)COC(=O)c1cccc2ccccc12	94	7	120	118	2	89	6	3
Cc1ccc(NC(=O)CC2SC(=Nc3ccc(O)cc3)NC2=O)cc1 (centres undefined)	100	77	104	104	12	104	7	6
COc1ccc(-c2csc3nc(C)nc(N4CCN(C(C)=O)CC4)c23)cc1OC	96	1	98	99	2	89	-6	2

Next section
canonical_smiles	RPL19A TOR yeast	GASC-1 inh	Yeast superoxide	LAP4 TOR yeast	AHR act	MEP2 TOR yeast	proCasp3 act	proCasp7 act
O=C(O)c1ccnc(SCC(=O)c2ccccc2)c1	100	-2	90	91	-2	101	-20	-21
O=C(NC(=S)Nc1cccc2c(O)cccc12)c1ccco1	108	-13	96	88	25	105	-10	-12
COc1ccc(-c2ccc(-c3nc4ccc(C)cn4c3NC3CCCCC3)cc2OC)cc1	96	16	97	129	15	100	4	-7
CCOC(=O)c1c(C)[nH]c(C(=O)C(C)Sc2ccc(Cl)cc2)c1C (centres undefined)	91	-1	95	113	14	106	3	2
Cc1ccc(-n2ncc3c(NCCCN4CCOCC4)ncnc32)c(C)c1	101	2	99	87	2	89	11	8
O=C(CCNC(=O)c1ccccc1Cl)N/N=C\c1ccc(O)cc1	114	10	100	90	-1	100	10	7
COc1ccc(CCNC(=O)C2CC3Cn4c(nc5cc6ccccc6cc54)C3N2C)cc1 (centres undefined)	91	-21	100	95	3	98	7	-13
Cn1cccc1/C=N/NC(=O)C12CC3CC(CC(C3)C1)C2	103	3	98	102	4	108	8	-5
C/C(CC(=O)Nc1ccc([N+](=O)[O-])cc1)=N\NC(=O)c1ccccc1[N+](=O)[O-]	105	11	111	90	2	103	-8	-11
COc1ccc(NC(=O)CCN2CCN(S(=O)(=O)c3ccc(C(C)C)cc3)CC2)cc1	98[may fluoresce violet]	25	101	79[may fluoresce violet]	7	90[may fluoresce violet]	6	5
COc1ccc(N2C(=O)C3C(C2=O)C2C=CC3C23CC3)c(OC)c1 (centres undefined)	99	1	93	105	1	104	-8	-4
O=C(COC(=O)c1cccc([N+](=O)[O-])c1)NC1CCCC1	102	24	125	96	2	112	3	2

2 records picked at random from those above:
canonical_smiles	RPL19A TOR yeast	GASC-1 inh	Yeast superoxide	LAP4 TOR yeast	AHR act	MEP2 TOR yeast	proCasp3 act	proCasp7 act
COc1ccc(N2C(=O)C3C(C2=O)C2C=CC3C23CC3)c(OC)c1 (centres undefined)	99	1	93	105	1	104	-8	-4
O=C(COC(=O)c1cccc([N+](=O)[O-])c1)NC1CCCC1	102	24	125	96	2	112	3	2

Next section
canonical_smiles	RPL19A TOR yeast	GASC-1 inh	Yeast superoxide	LAP4 TOR yeast	AHR act	MEP2 TOR yeast	proCasp3 act	proCasp7 act
COc1ccc(C(=O)c2cn[nH]c2-c2cc(Cl)ccc2O)cc1	96	-4	83	111	4	102	-1	-4
C/C(=N\NC(=O)CNC(=O)c1ccc2c(c1)OCCO2)c1ccco1	100	-11	88	120	5	101	0	0
Cn1c(CNC(=O)CNS(=O)(=O)c2ccc(Br)cc2)cc(=O)n(C)c1=O	99	7	80	91	2	99	7	4
CCOC(=O)Nc1ccc2c(CN3CCN(S(=O)(=O)c4ccccc4)CC3)cc(=O)oc2c1	99	5	92	97	2	105	11	7
CN=C(Nc1cccnc1)c1cccc(C(F)(F)F)c1	101	-16	93	106	3	96	-2	12
CCCN(CC(=O)Nc1cccc(Br)c1)CC(=O)Nc1ccc(F)c(F)c1F	105	3	101	104	10	103	-7	8
FC(F)(F)c1cccc(CNC(=S)Nc2ccccc2)c1	106	12	100	97	-4	110	0	-4
CCCN(C(=O)CSc1nc2c(cnn2-c2ccccc2)c(=O)[nH]1)C1CCS(=O)(=O)C1 (centres undefined)	100	12	107	98	1	99	2	5

Assay outcomes as filed in PubChem BioAssay.
